Menin-MLL TR inh – inhibitors of human menin-MLL interaction, mutant MLL peptide; O00255; Menin + Texas Red MLL mutant peptide, fluorescence polarization; Potency, µM (titrated, usually from 61.6 µM), for inactives: at the highest dose FP activity change, negative = inhibition, usual class: inhibitors; 270,000 compounds, 0.23% hits; AID 1768; active means well fitted inhibition curve with a large enough effect in the polarisation, with a control signal flat, not every such curve was filed as active; inconclusive means small, poorly fitted or top-dose-only effect, or effect the other way, or a change in a side signal; inactive means no such curve, though single readings can be large or run the other way; the % refers to the polarisation; further: potency means the concentration at half of the fitted maximal effect; % of control where 0% means no effect; many of its hits are not listed in these tables
BRCA1 expr act – increases BRCA1 expression; MCF7-BRCA1-FFLuc reporter, luminescence, 48 h; response scale: scaled: vehicle 0%, 10 µM genistein 100%; Potency, µM (titrated, usually from 46.1 µM), for inactives: top-dose activation, hits mostly activators; 380,000 compounds, 1.1% hits; further: potency means the concentration at half of the fitted maximal effect; nearly all actives have a fitted effect of over 80% in size; some results filed as inactive show a strong effect at the top dose
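48 h compound treatment of MCF7-BRCA1-FFLuc cells (phenol-red free MEM, 37 °C), then 15 min with luciferase substrate and luminescence imaging.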
NPC1 promoter act – activates the NPC1 promoter; 320,000 compounds, 2.4% hits; Huh7 NPC1 promoter luciferase reporter, 24 h; Potency, µM (highest dose often 9.22 µM), for the others: at the top dose activation, actives largely listed as activators;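 further: potency means the concentration at half of the fitted maximal effect; % of control where 0% means no effect; nearly all actives have a fitted effect of over 60% in size; reporter is driven by a mutant NPC1 promoter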
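Luciferase expression driven by the NPC1 promoter was measured in stably transfected Huh7 cells after a 24 h compound incubation, using a luciferase reagent and a luminescence read.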
ELG1 genotox – inducers of genotoxicity in HEK293T ELG1-luciferase cells. HEK293T ELG1-luciferase reporter, luminescence, 16 h. Potency, µM (titrated, usually from 46 µM), for inactives: at the highest dose activity change, positive = activation, most hits filed as activators. 330,000 compounds, 1.3% hits; further: potency means the concentration at half of the fitted maximal effect; % of control where 0% means no effect; nearly all actives have a fitted effect of over 60% in size
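Reporter readout depends on ELG1 protein level, which increases with genetic stress. After 16 hr compound exposure at 37 °C, luciferase activity was quantified using ONE-Glo.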
Giardia killer – kills Giardia lamblia; Giardia lamblia trophozoite viability; activity change, % at 7.66 µM, hits read low; 340,000 compounds, 0.15% hits; AID 540267; in the data active means activity change below about -80%; inconclusive means between about -30% and that limit;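 further: parasites exposed to compound for two days anaerobically before the ATP read; on the % scale 0 is the no-effect control and ±100 the full control effect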
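ATP-content bioluminescence gauges trophozoite survival. Cells (100/well) receive compound and incubate anaerobically for 48 hrs at 37 deg C; detection reagent follows for 15-30 min at room temperature.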
p53 reactivator – restores transcriptional activity of mutant p53 | 320,000 compounds, 0.063% hits | Potency, µM (titrated, usually from 92.2 µM), without a hit: at the highest dose activity change, positive = activation, most hits filed as activators | H1299 p53-A138V BP100-luciferase reporter, luminescence, 24 h; further: potency means the concentration at half of the fitted maximal effect; % of control where 0% means no effect; nearly all actives have a fitted effect of over 45% in size
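H1299 (p53-null), stable ts p53-A138V + BP100-Luc; 1000 cells/well, Opti-MEM/10% FBS; cpd 4 pt, 1:5; 24 h, 37 deg C, 5% CO2; detection reagent 10 min RT; luminescence.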
PKM2 act – activators of human pyruvate kinase M2. Potency, µM (top dose mostly 57.5 µM), for inactives: top-dose activation, usual class: activators. 260,000 compounds, 0.34% hits. purified PKM2, Kinase-Glo ATP luminescence, activation; response scale: 0% is enzyme alone, no compound. AID 1631; further: potency means the concentration at half of the fitted maximal effect; on the % scale 0 is the no-effect control and ±100 the full control effect; nearly all actives have a fitted effect of over 55% in size
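Purified hPK-M2 (>95%) run at intermediate activity with 0.1 mM ADP and 0.5 mM PEP in 50 mM imidazole pH 7.2, KCl, MgCl2; 1 h room temperature. ATP formed read by Kinase-Glo luminescence; normalized to uninhibited and no-enzyme controls.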
Rab9 promoter act – activators of Rab9 promoter. Potency, µM (series often up to 9.22 µM), without a hit: top-dose activation, negative = inhibition, actives largely listed as activators. 320,000 compounds, 2.8% hits. Huh7 Rab9 promoter-luciferase reporter, luminescence, 24 h; further: potency means the concentration at half of the fitted maximal effect; % of control where 0% means no effect; nearly all actives have a fitted effect of over 60% in size
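Luciferase signal after 10 min detection reagent at ambient indicates Rab9 promoter upregulation; stably transfected Huh7 cells were treated 24 h with compound in DMSO at 37 °C, 5% CO2.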
FLuc counter – counter-screen for miR-21 project: firefly luciferase inhibitors or activators; P08659; purified FLuc, Km substrates, luminescence inhibition; Potency, µM (highest dose often 57.5 µM), for the others: at the top dose activity change, negative = inhibition, hits mostly inhibitors; 360,000 compounds, 6.9% hits; AID 588342;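 further: potency means the concentration at half of the fitted maximal effect; plate controls were vehicle for no effect and reference inhibitor for full effect; nearly all actives have a fitted effect of over 55% in size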
Target sequence (P08659 whole entry, looked up): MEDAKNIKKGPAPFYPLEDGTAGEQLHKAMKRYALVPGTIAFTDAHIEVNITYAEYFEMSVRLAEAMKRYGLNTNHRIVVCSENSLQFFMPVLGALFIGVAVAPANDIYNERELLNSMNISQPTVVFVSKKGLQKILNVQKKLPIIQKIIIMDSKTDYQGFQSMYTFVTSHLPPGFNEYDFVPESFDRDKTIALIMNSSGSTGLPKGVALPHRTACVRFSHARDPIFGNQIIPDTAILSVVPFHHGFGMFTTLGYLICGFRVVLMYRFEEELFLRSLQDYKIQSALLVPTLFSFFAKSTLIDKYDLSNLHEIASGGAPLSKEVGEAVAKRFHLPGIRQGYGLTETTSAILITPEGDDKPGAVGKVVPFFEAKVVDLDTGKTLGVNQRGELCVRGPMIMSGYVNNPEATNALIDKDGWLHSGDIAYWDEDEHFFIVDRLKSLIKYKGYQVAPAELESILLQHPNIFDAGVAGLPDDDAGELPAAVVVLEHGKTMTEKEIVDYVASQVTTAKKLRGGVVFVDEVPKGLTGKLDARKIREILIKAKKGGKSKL
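Biochemical qHTS of compounds, final roughly 60 µM downward over six points, against 10 nM purified firefly luciferase using Km concentrations of substrates (10 uM D-luciferin, 10 uM ATP) in Tris acetate pH 7.5 buffer; luminescence output.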
Gal4-VP16 FLuc – counter-screen for ROR gamma inhibitors: Gal4-VP16 reporter | Potency, µM (highest dose often 53.6 µM), for the others: top-dose activity, negative = inhibition, usual class: inhibitors | Drosophila S2 Gal4-VP16 UAS-luciferase, luminescence, 20 h | 310,000 compounds, 3.5% hits;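 further: Gal4-VP16 expression switched on by copper sulfate through the metallothionein promoter; potency means the concentration at half of the fitted maximal effect; on the % scale 0 is the no-effect control and ±100 the full control effect; nearly all actives have a fitted effect of over 50% in size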
RORg inh – inhibitors of mouse ROR gamma transcriptional activity. Potency, µM (top dose mostly 53.6 µM), for the others: at the highest dose activity change, negative = inhibition, actives largely listed as inhibitors. 310,000 compounds, 5.4% hits. Drosophila S2 Gal4-RORgamma UAS-luciferase reporter, 20 h. P51450; further: potency means the concentration at half of the fitted maximal effect; on the % scale 0 is the no-effect control and ±100 the full control effect; nearly all actives have a fitted effect of over 60% in size
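Drosophila Schneider cells stably carrying a metallothionein-driven Gal4 DBD–ROR gamma fusion and a UAS-Photinus luciferase reporter were exposed to compound for 1 hr, then induced with copper sulfate (700 uM final) for 20 hr at ambient temperature before luminescence reading.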
* = called active by the depositor; ? = inconclusive; . = no result given; & = joins results of further samples; [ ] = another dose, or the depositor's remark. Unless noted, the call rests on the fitted dose curve; in most records, active means well fitted curve in the direction sought with a large enough effect; inconclusive means small, poorly fitted or top-dose-only effect, or another doubt; inactive means no such curve, though single readings can be large; an effect the other way counts as inactive or inconclusive. A portion of the library; the hit share may differ from the screen's.

Screens by letter: A = Menin-MLL TR inh; B = BRCA1 expr act; C = NPC1 promoter act; D = ELG1 genotox; E = Giardia killer; F = p53 reactivator; G = PKM2 act; H = Rab9 promoter act; I = FLuc counter; J = Gal4-VP16 FLuc; K = RORg inh
> Cc1cc(C)cc(NC(=O)CN2C(=O)NC(C)(c3ccccc3)C2=O)c1 (configuration not stated)
  A: -1%	B: -3%	C: -6%	D: 2%	E: -7	F: 1%	G: 1%	H: 12%	I: -20%	J: -8%	K: 22%
> C/C(=N/NC(=O)c1ccco1)c1cccc(NC(=O)c2ccc(C)o2)c1
  A: ?	B: 13%	C: -1%	D: 5%	E: 4	F: 0%	G: -5%	H: 19%	I: 15µM*	J: 6%	K: -10%
> Cn1cnc2cc(NCc3ccccc3Cl)ccc21
  A: 11%	B: 7.9µM*	C: ?	D: ?	E: 26	F: 21%	G: .	H: ?	I: ?	J: -1%	K: 3%
> O=C(CCCN1C(=O)c2cccc3cccc(c23)C1=O)N1CCN(c2ccccn2)CC1
  A: -28%	B: 31%	C: 0%	D: -6%	E: 2	F: -4%	G: 9%	H: 0%	I: 0%	J: 1%	K: 18%
> O=C(OCC(=O)N1CCN(c2ccccc2)CC1)C1=COCCO1
  A: 9%	B: 33%	C: 0%	D: 14%	E: -2	F: 11%	G: -4%	H: 0%	I: 0%	J: -1%	K: 29%
> Cc1cccc2sc(NC(=O)Cn3cccc3)nc12
  A: 0%	B: 0%	C: -1%	D: -2%	E: 14	F: 8%	G: 2%	H: 0%	I: -15%	J: -4%	K: 37%
> OCCN1CCN(C(=S)NC2CCCC2)CC1
  A: 18%	B: 7%	C: 1%	D: 0%	E: -10	F: 2%	G: -16%	H: -2%	I: 1%	J: -18%	K: -10%
> O=C(Nc1cccc(F)c1)c1c(O)c2cccc3c2n(c1=O)CCC3
  A: ?	B: .	C: -8%	D: 1%	E: .	F: 7%	G: -7%	H: -2%	I: -1%	J: 2%	K: -10%
> O=C(NCc1ccc2c(c1)OCO2)c1cc(F)c(F)cc1Cl
  A: -1%	B: 34%	C: 19%	D: 7%	E: 23	F: 12%	G: -2%	H: 24%	I: -18%	J: -6%	K: -6%[1.91 µM]
> Cc1ccc2nc(-c3cccc(Br)c3)cc(C(=O)NC3=NCCS3)c2c1
  A: 51%[activator]	B: 27%	C: -1%	D: -9%	E: -2	F: -3%	G: 1%	H: 0%	I: 5.4µM*	J: 4.5µM*	K: 2.5µM*
> Cc1c(C(=O)NCc2n[nH]c(=S)n2-c2ccc(F)cc2)cccc1[N+](=O)[O-]
  A: -5%	B: -9%	C: -1%	D: -3%	E: -3	F: 0%	G: -8%	H: 0%	I: -16%	J: -9%	K: -26%
> CCOC(=O)c1sc(NC(=O)c2ccncc2)nc1C
  A: -7%	B: 56%	C: -1%	D: 8%	E: -12	F: 8%	G: -7%	H: 17%	I: 19µM*	J: 1%	K: -2%
> CN1CCN(CC(=O)Nc2nc(-c3ccccc3)cs2)CC1
  A: -23%	B: -6%	C: -4%	D: 2%	E: 12	F: -3%	G: 0%	H: -2%	I: -18%	J: 4%	K: 27%
> CCCCNC(=O)/C(C#N)=c1\s/c(=C\c2ccccc2OC(F)F)c(=O)n1CCCOC
  A: -9%	B: -6%	C: -6%	D: 0%	E: -9	F: -12%	G: -11%	H: -1%	I: -1%	J: 2%	K: -40%
> CCCCNS(=O)(=O)c1ccc(OC)c2ncccc12
  A: -11%	B: 0%	C: -3%	D: 2%	E: 14	F: -2%	G: 0%	H: -6%	I: -2%	J: 1%	K: -18%
> CCN1CCN(S(=O)(=O)Cc2ccccc2Cl)CC1
  A: 2%	B: 0%	C: -2%	D: 0%	E: 14	F: -13%	G: 2%	H: 7%	I: -3%	J: 4%	K: -15%
> CCO[C@@H]1OC(C(=O)NC2CC2)=C[C@H](C2CC2)[C@H]1CCCO
  A: .	B: -8%	C: -3%	D: 4%	E: 6	F: 2%	G: 4%	H: 0%	I: 1%	J: 0%	K: 7%
> COc1ccc(N2C(=O)CCC(C(=O)N3CCCCC3)C2c2ccc(OC)c(OC)c2)cc1 (configuration not stated)
  A: 5%	B: 4%	C: 1%	D: 2%	E: 9	F: -4%	G: 0%	H: -1%	I: 0%	J: 23%	K: -31%
> COc1cccc(CNC(=O)CN2C(=O)COc3ccc(S(=O)(=O)N4CCOCC4)cc32)c1
  A: .	B: 6%	C: -1%	D: -6%	E: -4	F: 7%	G: .	H: -8%	I: -2%&6%	J: -12%	K: -13%
> COc1ccc(Cl)cc1NC(=O)CC(C)c1ccccc1 (configuration not stated)
  A: 0%	B: -47%	C: 3%	D: 0%	E: 12	F: -1%	G: 2%	H: -3%	I: 2%	J: 10%	K: 14%

Already shown: 4 of the compounds above.
Screens by letter: A = Menin-MLL TR inh; B = BRCA1 expr act; C = NPC1 promoter act; D = ELG1 genotox; E = Giardia killer; F = p53 reactivator; G = PKM2 act; H = Rab9 promoter act; I = FLuc counter; J = Gal4-VP16 FLuc; K = RORg inh
> O=C(Nc1cccc(F)c1)c1c(O)c2cccc3c2n(c1=O)CCC3
  A: ?	B: .	C: -8%	D: 1%	E: .	F: 7%	G: -7%	H: -2%	I: -1%	J: 2%	K: -10%
> O=C(NCc1ccc2c(c1)OCO2)c1cc(F)c(F)cc1Cl
  A: -1%	B: 34%	C: 19%	D: 7%	E: 23	F: 12%	G: -2%	H: 24%	I: -18%	J: -6%	K: -6%[1.91 µM]
> Cc1ccc2nc(-c3cccc(Br)c3)cc(C(=O)NC3=NCCS3)c2c1
  A: 51%[activator]	B: 27%	C: -1%	D: -9%	E: -2	F: -3%	G: 1%	H: 0%	I: 5.4µM*	J: 4.5µM*	K: 2.5µM*
> Cc1c(C(=O)NCc2n[nH]c(=S)n2-c2ccc(F)cc2)cccc1[N+](=O)[O-]
  A: -5%	B: -9%	C: -1%	D: -3%	E: -3	F: 0%	G: -8%	H: 0%	I: -16%	J: -9%	K: -26%

Looked up one by one from above (four):
Screens by letter: A = Menin-MLL TR inh; B = BRCA1 expr act; C = NPC1 promoter act; D = ELG1 genotox; E = Giardia killer; F = p53 reactivator; G = PKM2 act; H = Rab9 promoter act; I = FLuc counter; J = Gal4-VP16 FLuc; K = RORg inh
> Cc1cccc2sc(NC(=O)Cn3cccc3)nc12
  A: 0%	B: 0%	C: -1%	D: -2%	E: 14	F: 8%	G: 2%	H: 0%	I: -15%	J: -4%	K: 37%
> O=C(OCC(=O)N1CCN(c2ccccc2)CC1)C1=COCCO1
  A: 9%	B: 33%	C: 0%	D: 14%	E: -2	F: 11%	G: -4%	H: 0%	I: 0%	J: -1%	K: 29%
> O=C(CCCN1C(=O)c2cccc3cccc(c23)C1=O)N1CCN(c2ccccn2)CC1
  A: -28%	B: 31%	C: 0%	D: -6%	E: 2	F: -4%	G: 9%	H: 0%	I: 0%	J: 1%	K: 18%
> O=C(NCc1ccc2c(c1)OCO2)c1cc(F)c(F)cc1Cl
  A: -1%	B: 34%	C: 19%	D: 7%	E: 23	F: 12%	G: -2%	H: 24%	I: -18%	J: -6%	K: -6%[1.91 µM]

Screens (PubChem)
